# thrombin 1536: inhibitors of human thrombin; alpha-thrombin, Boc-VPR-AMC fluorogenic substrate cleavage; inhibition, % at 5 µM; 220,000 tested, 0.26% active; AID 1046;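 active = inhibition at or above 40%; inactive = inhibition below 40%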;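 note: 0% = enzyme with no compound and 100% = wells without enzyme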
#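 Test system: human alpha-thrombin protein / Dosing: one concentration per compound, 5 µM, with 0.2% DMSO / Medium: pH 7.5 Tris-saline with Tween 20 / Benchmarks: no-compound enzyme wells and no-enzyme blanks / Read-out basis: percent inhibition of thrombin substrate cleavage / Timing: reaction at room temperature / Measured by: fluorescence, ex 355 nm, em 460 nm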
# Furin inhibitor: human furin inhibition. P09958. purified furin, fluorogenic substrate cleavage. inhibition, % at 30 µM. 220,000 tested, 0.061% active. AID 463115; in the data active = inhibition above about 25%; note: inactives centre near -15
# EBV gp42 inh: inhibitors of Epstein-Barr virus glycoprotein 42 | Q1HVG2 | Fluorescence polarization binding assay, mP read-out | inhibition, % (tested at 21.74 µM) | 220,000 tested, 0.42% active | AID 1085; in the data active = inhibition above about 50%
# Target sequence (Q1HVG2 whole entry, looked up): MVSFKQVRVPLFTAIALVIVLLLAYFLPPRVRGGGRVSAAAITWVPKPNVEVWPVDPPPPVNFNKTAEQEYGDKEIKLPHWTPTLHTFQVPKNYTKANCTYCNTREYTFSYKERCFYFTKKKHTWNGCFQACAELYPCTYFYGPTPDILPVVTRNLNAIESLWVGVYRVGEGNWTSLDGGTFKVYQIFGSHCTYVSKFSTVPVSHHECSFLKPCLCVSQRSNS
# Tb hexokinase: T. brucei hexokinase 1 inhibition. AID 1430. recombinant TbHK1, G6PDH-coupled NADH A340. 220,000 tested, 0.11% active. inhibition, % at 10 µM;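 active = inhibition of 50% or more in the single-dose primary screen; inactive = inhibition below 50%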
# TRPML3 ag: agonists of human TRPML3 channel; 220,000 tested, 0.29% active; Q8TDD5; HEK293 TRPML3-YFP, Fluo-8 calcium fluorescence; 100% = the carbachol control signal; activation, % at 3 µM;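 active = activation above its plate's cutoff, the mean activation of the plate's test wells plus 3 SD, cut at about 12% in these data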;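 note: 0% = DMSO only wells and 100% = carbachol wells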
# Target sequence (Q8TDD5 whole entry, looked up): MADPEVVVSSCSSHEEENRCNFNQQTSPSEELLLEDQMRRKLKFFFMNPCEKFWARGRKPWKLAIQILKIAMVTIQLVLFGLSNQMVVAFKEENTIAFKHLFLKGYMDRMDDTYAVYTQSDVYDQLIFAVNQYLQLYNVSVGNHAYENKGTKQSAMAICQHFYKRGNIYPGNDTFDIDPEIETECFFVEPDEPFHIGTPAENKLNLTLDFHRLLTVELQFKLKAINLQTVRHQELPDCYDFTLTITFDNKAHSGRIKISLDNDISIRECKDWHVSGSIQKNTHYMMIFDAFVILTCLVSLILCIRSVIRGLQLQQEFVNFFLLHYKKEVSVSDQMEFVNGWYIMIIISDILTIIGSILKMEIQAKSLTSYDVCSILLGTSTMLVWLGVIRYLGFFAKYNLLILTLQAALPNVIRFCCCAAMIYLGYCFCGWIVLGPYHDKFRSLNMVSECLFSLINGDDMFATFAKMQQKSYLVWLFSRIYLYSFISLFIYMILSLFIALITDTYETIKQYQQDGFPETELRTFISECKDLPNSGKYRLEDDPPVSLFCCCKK
#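 Test system: TRPML3-YFP stable HEK293 cells. Doses: single point at 3 µM. Incubation: dye loading 1 h 37 °C then 30 min ambient, 125 s read. Signal: Fluo-8 calcium dye fluorescence, ex 470-495, em 515-575 nm. Measure: percent activation from peak-to-basal fluorescence ratio, scaled between DMSO and carbachol.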
# TRPN1 ag: agonists of zebrafish TRPN1 channel | HEK293 zebrafish TRPN1-YFP, Fluo-8 calcium fluorescence; 100% = response to 87 µM carbachol | activation, % at 3 µM | 220,000 tested, 0.18% active | AID 1424;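 active = activation above its plate's cutoff, the mean activation of test wells on that plate plus 3 SD, cut at about 19% in these data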;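 note: 0% = DMSO alone and 100% = 87 µM carbachol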
#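 Material: zebrafish TRPN1-YFP in HEK293 cells; Doses: single test compound dose, 3 µM nominal, 0.3% DMSO; Timing: dye loading 1 h at 37 °C, then 30 min room temperature; Technique: intracellular calcium fluorescence with Fluo-8; Benchmarks: high carbachol 87 µM, low DMSO alone.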
# PPC-1+TRAIL kill: compounds killing PPC-1 cancer cells with TRAIL present (potentiator screen, no TRAIL-free arm) | PPC-1 cells + TRAIL, ATPLite viability luminescence | cell killing (% activity), % at 4 µM | 220,000 tested, 0.41% active;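 active = cell killing above 50% in the first pass at 4 µM, then a duplicate retest at 5 µM averaging 50% or more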;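 note: plate controls were cells with TRAIL plus DMSO for no effect and medium-only wells lacking cells for full effect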
# Calpain2 inh: blocks pig calpain II enzyme activity. inhibition, % at 16 µM. 220,000 tested, 0.37% active. purified calpain II, fluorogenic peptide substrate, 30 min;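 active = inhibition above about 50%, limit read from the data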
# KCC2 mod: KCC2 (human) Cl- transport modulation; 190,000 tested, 2.2% active; KCC2 cells, thallium flux FluoZin-2 fluorescence; Q9H2X9; B-score of Tl+ flux slope (higher = more flux/activation; lower = inhibition) at 10 µM; AID 1456;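 active = thallium flux slope and its plate-corrected score both differing from the plate sample mean at a set confidence after two filtering rounds, in either direction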;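 note: slope of fluorescence scaled to starting intensity during 10 to 20 s after thallium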
# The depositor's hits bear a star; . = no result given; [ ] = dose if it differs, or a comment.
# Values run as follows: thrombin 1536	Furin inhibitor	EBV gp42 inh	Tb hexokinase	TRPML3 ag	TRPN1 ag	PPC-1+TRAIL kill	Calpain2 inh	KCC2 mod
COc1cccc(C2c3c(-c4ccccc4)n[nH]c3C(=O)N2c2ccc(C(=O)O)cc2)c1 (centres undefined)
 : 9	-8[20 µM]	-12	0	0.9	2.4	-32	-11	2.3
O=C(O/N=C1\CCS(=O)(=O)c2sccc21)c1ccccc1
 : -7	-6[20 µM]	5	5	0.1	2.7	23	24	.
CCCCC(=O)Nc1nnc(C2=COCCO2)o1
 : -4	-25	-12	0	1.3	0.7	-10	-21	-0.33
CCN1CCCC1CN(Cc1cc2cc(OC)ccc2[nH]c1=O)C(=O)NCc1ccccc1 (centres undefined)
 : -5	-25	1	-12	0.2	0.1	-2	-87	0.78
COc1ccc(-n2nnnc2SCC(=O)N2CCCC2)cc1OC
 : -3	-19	-11	2	0.2	0.9	3	-24	.
CC1=CC(C)(C)n2c(O)c(N=N)c3c(C)c(C)cc1c32
 : -6	-24	4	-12	0.6	-2.8	2	29	0.24
CCC(=O)Nc1ccc(C(=O)Nc2cccnc2)cc1
 : 2	-24[20 µM]	-26	-3	0.9	-0.1	38	-22	.
Cc1ccc(-n2c(N)c(C(N)=O)sc2=S)cc1
 : -4	-13[20 µM]	-21	-20	0.8	1.7	8	-8	.
CCN(CC)S(=O)(=O)c1ccc(N2CCOCC2)c(NC(=O)c2cc(-c3ccccn3)nc3ccccc23)c1
 : -2	-28	-14	-10	3.9	3.1	26	-47	0.43
CC(Sc1nc2ccc(Br)cc2[nH]1)C(=O)O (centres undefined)
 : 3	-20[20 µM]	-24	0	1.0	-0.4	7	-12	.
O=C(NCc1ccco1)c1ccc2c(=O)n(CCC3=CCCCC3)c(=O)[nH]c2c1
 : 6	-8	-9	-3	-0.3	0.1	-7	-20	.
CCOC(=O)C1CCCN(C(=O)C2CCC(CNS(=O)(=O)c3ccc(NC(C)=O)cc3)CC2)C1 (centres undefined)
 : -3	-18	-11	-4	-0.1	-0.3	19	-37	.
O=C(NCc1nc2ccccc2[nH]1)C1=C[C@@H](C2CCCCC2)C[C@@H](OCCCCO)O1
 : -2	-25	-22	-17	.	.	8	7	-0.8
Cc1ccc(NS(=O)(=O)c2cccc(C(=O)N3CCOCC3)c2)cc1
 : -6	-11	-15	5	0.4	0.2	15	-4	0.82
CCCC(=O)NC(c1ccc(OC)cc1)c1ccc2cccnc2c1O (centres undefined)
 : -3	-15	-11	-4	0.0	-0.2	43	-10	1.4
O=C(NCCSCc1ccc(Cl)cc1Cl)c1ccc(CN2CCOCC2)cc1
 : 0	-20[20 µM]	-19	-8	2.4	7.8	2	4	-0.45
COC(=O)c1ccc(C23CC4(C2)[C@H](CN(Cc2ccc(-c5ccccc5)cc2)[C@@H]4c2ccccc2)C3c2ccc(Cl)nc2)cc1 (some centres undefined)
 : -6	-27	-30	-14	.	.	5	-51	-0.3
COCCNC(=O)C(=O)c1c(-c2ccccc2)[nH]c2ccccc12
 : -13	-18	0	-17	0.2	-0.2	-15	-15	-0.19
Cc1nc(C(F)(F)F)nc(Nc2ccc(Br)cc2)c1C#N
 : -4	-14[20 µM]	-17	-9	-0.1	-0.2	16	-138	.
O=C(O)c1cc(-c2cccs2)[nH]n1
 : 6	-12	-2	3	0.7	1.1	-7	30	0.65
COc1ccc(C(=O)/C=C/Nc2c(C)n(C)n(-c3ccccc3)c2=O)c(OC)c1
 : -9	-23	2	-17	1.2	-0.2	14	30	0.43
Cc1nc(SCc2cccc(C(=O)O)c2)nc2c1CCCC2
 : 2	-16	-2	-1	0.1	-0.2	4	12	-1.3
CCc1ccc(-c2nc(CN3CCCC(C(=O)NCCc4ccc(OC)c(OC)c4)C3)c(C)o2)cc1 (centres undefined)
 : 1	-16	-11	-7	0.6	0.7	1	-5	.
CCOC(=O)N1CCN(C(=O)Cn2c(C)cc3ccccc3c2=O)CC1
 : -5	-13[20 µM]	-14	-5	-0.2	-0.3	-1	9	-0.19
COCCn1c(C)cc(C2=NNC(=NC3CC3)SC2)c1C
 : 0	-15	-11	-13	0.1	-1.3	89*[5 µM]	-4	0.4
O=[N+]([O-])c1ccc(N2CCN(CCO)CC2)c2ncccc12
 : -11	-9	-19	-7	0.7	0.1	-5	5	0.24
Cc1ccc(NC(=O)/C(C#N)=C/c2cccs2)c(C)c1
 : -9	-24[20 µM]	-20	-14	-0.3	0.0	3	3	1.2
CCOc1ccc(-c2nc(CSc3nnc(N)s3)cs2)cc1
 : 3	-6[20 µM]	-5	-2	0.3	0.1	16	-15	0.034
O=C1C2C3C=CC(C2C(=O)N1CCCO)C1C2C(=O)N(CCCO)C(=O)C2C31 (centres undefined)
 : -5	-13[20 µM]	-10	-7	0.3	-0.7	14	-3	0.54
O=C(CSCc1ccco1)c1ccc(Cl)s1
 : -2	-15	-1	-2	0.2	-0.8	10	-65	-0.41

# Structures from the list above with a cyano group (2):
# Values run as follows: thrombin 1536	Furin inhibitor	EBV gp42 inh	Tb hexokinase	TRPML3 ag	TRPN1 ag	PPC-1+TRAIL kill	Calpain2 inh	KCC2 mod
Cc1nc(C(F)(F)F)nc(Nc2ccc(Br)cc2)c1C#N
 : -4	-14[20 µM]	-17	-9	-0.1	-0.2	16	-138	.
Cc1ccc(NC(=O)/C(C#N)=C/c2cccs2)c(C)c1
 : -9	-24[20 µM]	-20	-14	-0.3	0.0	3	3	1.2

# Additional compounds:
# Values run as follows: thrombin 1536	Furin inhibitor	EBV gp42 inh	Tb hexokinase	TRPML3 ag	TRPN1 ag	PPC-1+TRAIL kill	Calpain2 inh	KCC2 mod
CCCCCc1c(C)nc(Nc2ccccc2)[nH]c1=O
 : 0	1	-8	11	0.3	-0.4	-6	6	-0.62
O=C(O)c1ccccc1N1C(=O)C2C3c4ccccc4C(Br)(c4ccccc43)C2C1=O (centres undefined)
 : 7	-2	-2	8	0.5	-0.3	14	-33	0.46
CC(C)c1ccccc1NC(=O)c1ccco1
 : 5	-26	-42	4	0.9	0.2	.	-2	0.87
CC(=O)Nc1nc2n(n1)C(c1ccccc1)C=C(c1ccccc1)N2 (centres undefined)
 : 1	-31	32	-18	0.5	-0.7	-9	-415	0.083
CCOC(=O)c1cnc(COc2ccccc2Cl)[nH]c1=O
 : -5	-13	0	-11	0.8	0.8	4	-7	1.3
CCN(C(=O)c1cc2ccccc2oc1=O)c1ccccc1
 : -6	-7[20 µM]	12	-19	-0.3	-0.2	5	10	0.52
CCOc1ccccc1-n1c(SCC(N)=O)nnc1-c1ccco1
 : -3	-18	-14	-4	0.5	0.1	26	-16	.
C=C(C)CSc1nnc(-c2ccc(C)cc2)n1N
 : -3	-14[20 µM]	-12	-2	0.5	-0.3	29	-10	-0.5
O=C(Nc1ccc(Cl)cc1)NC1CCCCC1Cc1ccco1 (centres undefined)
 : -2	-23[20 µM]	10	3	2.8	4.8	18	53*	-0.77
CCCC(=O)Nc1cc(-c2cn3cccnc3n2)ccc1OC
 : -1	-4	-4	7	-0.2	0.3	5	-438	-0.91
COc1ccc(N=C2SC(C(=O)N3CCN(c4ccccc4)CC3)CC(=O)N2C)cc1 (centres undefined)
 : 2	-32	-10	-4	0.6	-0.7	6	12	-0.69
COc1ccc(NC(=O)C(c2cc3c(cc2[N+](=O)[O-])OCO3)N(C)Cc2ccccc2)cc1 (centres undefined)
 : -6	-9	17	-7	-0.1	-1.1	34	-18	1.2
O=[N+]([O-])c1cnc2ccccn12
 : -3	-20	-1	-14	1.1	-0.1	12	-17	0.039
COc1ccc2sc(N(CCN(C)C)C(=O)c3cc(Cl)sc3Cl)nc2c1
 : -8	-26	-2	-4	0.7	-0.4	6	-19	-0.075
Cc1ccccc1NC(=O)CSc1nc(O)cc(=O)n1C
 : -3	-23	-5	-1	0.6	0.5	18	-14	0.76
CCc1nn(CCCC(=O)N2CCc3ccccc3C2)c(=O)c2cc3occc3n12
 : 4	-6	-4	7	-0.4	-0.3	15	-25	-5.8*
Cc1cc(C)nc(NCCCc2ccccc2)n1
 : -1	-10[20 µM]	-24	1	-0.6	-1.6	-11	-11	-0.082
COCCCNC(=O)c1cccc2c(=O)c(C)c(-c3ccccc3)oc12
 : 0	-5	-30	1	0.7	2.6	6	-3	0.57
O=C1N/C(=N/S(=O)(=O)c2ccccc2)S/C1=C/c1cccnc1
 : 11	-1	32	-28	0.6	-0.1	9	25	1.2
CCc1nc(NCC2CCCN2CC)c2nnn(Cc3ccccc3F)c2n1 (centres undefined)
 : -1	-21	-14	5	-0.5	-0.3	0	-9	.
COCCOC(=O)c1cc(C(=O)c2cc(Cl)ccc2O)coc1=N
 : 2	-6	5	-7	0.1	1.2	12	-22	-0.43
C=CCn1c(O)c(N=NC(=S)Nc2ccc(OC)c(Cl)c2)c2ccccc21
 : 0	-23	-15	-9	-0.1	-0.1	23	-37	21*
COC(=O)CCCCC1SCC(NC(=O)c2ccccc2)C1=O (centres undefined)
 : -3	-15	-11	8	2.3	3.6	0	27	.
Cc1nc(N2CCCCC2)c2c(-c3cccs3)csc2n1
 : 3	-23	-15	-6	1.0	-0.6	8	5	0.032
CCOC(=O)c1sc(-c2ccc(C)cc2)c(C#N)c1C
 : -8	4	19	-3	0.5	1.6	10	11	5.3*
CCc1ccc(CC)c(S(=O)(=O)Nc2ccc(O)c(C(=O)O)c2)c1
 : 1	-23[20 µM]	-10	-1	-0.1	0.3	7	-53	0.44
CCc1sc(NC(=O)C(C)C)nc1-c1ccccc1
 : -2	-17	2	-3	0.0	-2.0	2	0	-0.37
Cc1ccc(C)c(NC(=O)c2ccccc2O)c1
 : -12	-27	3	-6	2.4	14	6	-58	-0.93
O=C(CNS(=O)(=O)c1ccc(Cl)cc1)NNC(=O)c1cccnc1
 : -9	-20	-3	-4	0.8	0.5	20	-24	0.63
CCc1c(C(=O)N2CCN(c3ccccc3F)CC2)[nH]c(C)c1C(C)=O
 : -1	-15[20 µM]	-18	6	2.4	7.2	-5	3	.
O=C(NCc1cccs1)C1CC(=O)N(c2ccccc2)C1 (centres undefined)
 : 2	-25[20 µM]	-6	-5	-0.1	-0.7	19	0	-0.26
COC(=O)c1coc(-c2ccc(C)cc2)c1C(=O)OC
 : -4	-19	-3	6	-0.4	-1.5	5	-14	-0.0048
CCN1C(=O)/C(=C\C=C\c2ccccc2[N+](=O)[O-])SC1=S
 : -1	-3	-19	-5	0.7	0.5	-10	-20	0.94
CCOc1cc(N2CCCC2)ccc1[N+](=O)[O-]
 : -4	-1	-12	-10	-0.2	-1.1	23	-9	-0.92
CN(Cc1ccccc1)c1nc2c(c(=O)[nH]c(=O)n2C)n1CCCSc1ncccn1
 : 5	-6	-5	-5	-0.5	1.4	-4	24	-1.2
Cc1ccc2cc(CN(C(=O)c3ccncc3)C(C)C)c(=O)[nH]c2c1
 : -1	-18	-13	-13	-0.1	0.7	22	-56	.
O=C(O)/C=C/C(=O)Nc1ccccc1SC(F)(F)C(F)(F)C(F)(F)F
 : -6	-28	-4	0	0.4	0.0	3	-28	1.1
CC1CN(C(=O)c2cc3c(s2)CCC3)CC(C)O1 (centres undefined)
 : 3	-15	-8	-1	0.2	-0.6	-17	-10	0.72
Cc1cccc(OCC(=O)Nc2ccccc2N2CCCCC2)c1
 : 0	-8[20 µM]	-8	12	0.3	-0.8	13	31	.
